ADAM17 inh = ADAM17 inhibitors, primary screen, biochemical, QFRET. Disintegrin and metalloproteinase domain-containing protein 17 (Homo sapiens), P78536. recombinant ADAM17, EDANS/DABCYL FRET peptide cleavage. inhibition, % at 6.95 µM. 370,000 tested, 0.83% active;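 active means inhibition above the mean of compounds lying between control limits plus 3 SD, set per campaign, cut at about 8.5% in these data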;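 further: 0% = DMSO-only wells as the low control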
MBD2 DNA inh = inhibitors of MBD2 binding to methylated DNA, primary screen, biochemical, TR-FRET, DNA-binding domain, human; MBD2 binding to methylated oligonucleotide; inhibition, % at 4.4 µM; 370,000 tested, 0.31% active; AID 686964, 2013; in the data active means inhibition above about 13%
DAX1 inh-1 = DAX1 (NR0B1) inhibitors, primary screen, cell-based, HEK293, Gal4-DAX1, luciferase luminescence; 340,000 tested, 0.99% active; HEK293 Gal4-DAX1 luciferase reporter; AID 504766, 2011; inhibition, % at 6.75 µM; Nuclear receptor subfamily 0 group B member 1 (Homo sapiens), P51843;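 active means inhibition above the mean over all tested compounds plus 3 SD, cut at about 4.2% in these data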;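 further: 0% = DAX1-transfected cells with DMSO and 100% = empty-vector control cells with DMSO; inhibition shows as a rise in luminescence from relieved DAX1 repression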
DAX1 inh-2 = DAX1 (NR0B1) inhibitors on StAR promoter, primary screen, cell-based, luminescence, SF-1 (NR5A1), full-length DAX-1. HEK293T StAR-luciferase reporter, SF-1/DAX-1 repression relief. 370,000 tested, 1.1% active. inhibition, % at 6.8 µM. AID 652010, 2013;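 active means inhibition above the mean over all tested compounds plus 3 SD, cut at about 3.6% in these data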;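 further: 0% = DAX-1 cells with DMSO and 100% = cells lacking DAX-1 with DMSO; higher inhibition means more luminescence from relief of DAX-1 repression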
ssDAF12 agonist = S. stercoralis DAF-12 nuclear receptor activators, primary screen, cell-based, luminescence, HEK293, GRIP1 co-expression, lit1-tk-luc; Nuclear hormone receptor DAF-12 (Strongyloides stercoralis); AID 652126, 2013; activation, % at 6.8 µM; HEK293 ssDAF-12/GRIP1 lit1-tk-luc reporter; % of 3 µM dafachronic acid response; 370,000 tested, 1% active;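 active means activation above the mean over all tested compounds plus 3 SD, cut at about 0.9% in these data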;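 further: 0% = DMSO-only wells and 100% = 3 µM delta7-dafachronic acid wells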
PLCb3 inh = human PLC-beta3 inhibitors, primary screen, biochemical, fluorescence. 1-phosphatidylinositol 4,5-bisphosphate phosphodiesterase beta-3 (Homo sapiens), Q01970. Purified PLC-beta3, fluorogenic substrate. inhibition, % at 12.2 µM. 370,000 tested, 0.18% active; in the data active means inhibition above about 11%;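 further: 0% = median of compound wells on plate and 100% = full blocker control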
Rev-erbA mod = modulators of Rev-erb alpha DNA binding, primary screen, biochemical, FITC-DNA, fluorescence polarization, uHTS; Nuclear receptor subfamily 1 group D member 1 (Homo sapiens), P20393; Rev-erbα–FITC-DNA binding, 90 min; activity, % at 10 µM; 370,000 tested, 0.79% active; AID 1259318, 2017;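 active means activity above about 14%, limit read from the data; passing the limit was not always enough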;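 further: 0% = DMSO wells with 35 nM protein and 100% = DMSO wells with 750 nM protein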
SMARCA2 activ = SMARCA2 (BRM) function activators, primary screen, cell-based, luminescence, high throughput; MG213 cells, MMTV-luciferase reporter, dexamethasone, overnight; activation, % at 9.1 µM; 370,000 tested, 1% active; AID 652017, 2013; in the data active means activation above about 7.8%;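 further: 0% = vehicle wells and 100% = reference activator wells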
hgDAF-12 ag = H. glycines DAF-12 receptor agonists, primary screen, cell-based, luminescence, HEK293, GAL4 fusion, UAS-luciferase. Nuclear hormone receptor DAF-12 (Heterodera glycines), GAL4 fusion. 370,000 tested, 1.8% active. AID 687014, 2013. HEK293 GAL4-hgDAF12 UAS-luciferase reporter, agonist luminescence; normalized to butyrate control. activation, % at 6.8 µM;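 active means activation above a cutoff set at the mean of all screened compounds plus 3 SD, cut at about 10% in these data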;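 further: 0% = DMSO wells and 100% = sodium butyrate wells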
hcDAF-12 act = H. contortus DAF-12 nuclear receptor activators, primary screen, cell-based, luminescence, HEK293, lit1-tk-luc reporter; HEK293 hcDAF-12 lit1-tk-luc reporter; 0% DMSO, 100% Δ7-dafachronic acid; AID 652067, 2013; activation, % at 6.8 µM; 370,000 tested, 1.4% active;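 active means activation above the mean of all tested compounds plus 3 SD, cut at about 5.5% in these data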;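 further: 100% = response to 3 µM Δ7-dafachronic acid high control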
PLCg1 inh = PLC-gamma1 enzyme inhibitors, primary screen, biochemical, fluorescence, purified enzyme | inhibition, % at 12.2 µM | fluorogenic substrate | 1-phosphatidylinositol 4,5-bisphosphate phosphodiesterase gamma-1 (Homo sapiens), P19174 | 370,000 tested, 0.84% active; in the data active means inhibition above about 9.5%
Target sequence (P19174 whole entry, looked up): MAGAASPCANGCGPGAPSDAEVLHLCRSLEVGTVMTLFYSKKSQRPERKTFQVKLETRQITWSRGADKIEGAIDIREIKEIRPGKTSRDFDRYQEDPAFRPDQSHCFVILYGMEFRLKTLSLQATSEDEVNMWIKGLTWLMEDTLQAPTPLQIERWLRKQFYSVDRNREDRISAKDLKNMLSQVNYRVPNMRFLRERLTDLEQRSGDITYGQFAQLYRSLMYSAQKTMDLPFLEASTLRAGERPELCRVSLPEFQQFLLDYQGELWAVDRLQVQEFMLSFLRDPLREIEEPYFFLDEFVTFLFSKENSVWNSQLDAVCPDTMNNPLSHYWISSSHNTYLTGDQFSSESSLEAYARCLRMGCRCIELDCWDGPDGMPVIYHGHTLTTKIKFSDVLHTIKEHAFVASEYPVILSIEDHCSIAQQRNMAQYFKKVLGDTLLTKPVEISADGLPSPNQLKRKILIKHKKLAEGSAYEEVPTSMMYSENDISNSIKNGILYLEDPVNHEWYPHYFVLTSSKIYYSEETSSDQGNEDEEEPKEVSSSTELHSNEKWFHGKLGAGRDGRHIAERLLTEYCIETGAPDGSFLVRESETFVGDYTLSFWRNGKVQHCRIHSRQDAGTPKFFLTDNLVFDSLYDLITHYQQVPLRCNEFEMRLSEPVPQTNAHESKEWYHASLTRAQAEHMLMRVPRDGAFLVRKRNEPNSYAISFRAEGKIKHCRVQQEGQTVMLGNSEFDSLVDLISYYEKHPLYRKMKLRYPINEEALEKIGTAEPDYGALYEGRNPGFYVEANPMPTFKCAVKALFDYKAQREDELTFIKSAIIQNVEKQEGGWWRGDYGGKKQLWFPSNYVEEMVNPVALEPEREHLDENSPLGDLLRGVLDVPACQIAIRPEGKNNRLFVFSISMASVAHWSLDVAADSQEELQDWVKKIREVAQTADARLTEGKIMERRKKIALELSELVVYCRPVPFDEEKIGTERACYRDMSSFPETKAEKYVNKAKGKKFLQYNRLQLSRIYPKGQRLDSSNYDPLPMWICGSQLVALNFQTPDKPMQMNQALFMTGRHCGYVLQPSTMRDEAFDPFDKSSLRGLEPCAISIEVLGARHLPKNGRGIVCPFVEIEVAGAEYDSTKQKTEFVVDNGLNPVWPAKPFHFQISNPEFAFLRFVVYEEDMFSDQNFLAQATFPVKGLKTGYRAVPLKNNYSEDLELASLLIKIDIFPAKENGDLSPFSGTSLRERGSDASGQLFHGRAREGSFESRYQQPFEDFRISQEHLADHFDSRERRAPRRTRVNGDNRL
* hit, by the source's call; i = inactive; x = not tested or not shown. Random draw from the library; 7.4% or so of the library scored in one or more.

SMILES | ADAM17 inh | MBD2 DNA inh | DAX1 inh-1 | DAX1 inh-2 | ssDAF12 agonist | PLCb3 inh | Rev-erbA mod | SMARCA2 activ | hgDAF-12 ag | hcDAF-12 act | PLCg1 inh
COc1ccc(C2CCc3cc4c(cc3C2=NO)OCO4)cc1OC (stereo unspecified) | 0 | -1 | -1.8 | -2.2 | -1.2 | -2 | -2 | -3 | -2.8 | -1.5 | -1
Cc1ccc(-n2c(C)cc(/C=N/NC(=O)c3ccncc3)c2C)c(C)c1 | -5 | -2 | 0.4 | -0.4 | -1.4 | -16 | 2 | -2 | -1.7 | -2.2 | -11
Cn1c(=O)n(Cc2ccccc2)c(=O)c2c1nc1n2CCCN1CCc1ccccc1 | 3 | 6 | -1.4 | -0.2 | -1.2 | 1 | -2 | -2 | -3.9 | -2.6 | -3
CCc1nc2c(OCC(=O)c3ccc(F)cc3)cccn2c1N(C)C(=O)c1cccs1 | -2 | -2 | x | 0.1 | -1.6 | -1 | -1 | -3 | -0.1 | -1.4 | -1
COc1ccc(N2CCN(c3c(S(=O)(=O)c4ccccc4)cnc4ccc(OC)cc34)CC2)cc1 | 8 | 6 | -1.1 | -1.8 | -2.4 | -7 | 3 | -3 | -6.3 | -2.7 | 1
O=C(CSc1ncnc2sccc12)Nc1ccccc1 | 4 | -10 | 0.9 | -0.6 | -2.0 | -6 | 0 | 1 | 1.4 | -2.1 | 1
CCOC(=O)c1c(NC(=O)C2C3CCC(O3)C2C(=O)O)sc(C)c1-c1ccc(C)cc1 (stereo unspecified) | -11 | 6 | 0.7 | 0.8 | -0.7 | -2 | -2 | 0 | 0.4 | -0.4 | -3
O=C(/C=C/c1cccc(Cl)c1)NNC(=O)c1ccncc1 | 1 | 14* | 1.6 | -1.0 | -1.1 | -3 | 5 | -4 | -1.7 | -0.5 | 4
COc1cccc(-c2cc(C(=O)Nc3c(C)nn(Cc4ccccc4C)c3C)no2)c1 | -2 | -4 | -1.8 | 0.6 | -1.9 | 5 | -2 | -3 | -0.7 | -3.0 | -1
O=C(NCc1cccs1)c1ccc2sc(C3=C[C@@H](O)[C@@H](O)[C@@H](CO)O3)nc2c1 | 0 | 1 | x | 1.0 | -0.9 | -14 | -7 | -4 | 0.7 | 0.3 | -7
COc1ccc(NC(=O)CSc2ccc3c(c2)OCCO3)cc1OC | -5 | -2 | -1.4 | -0.6 | -1.1 | 0 | -5 | -1 | -0.4 | -1.7 | 0
COc1cc(S(=O)(=O)N2CCOCC2)ccc1NC(=O)COC(=O)COc1ccccc1 | -1 | 0 | 0.4 | 0.0 | 0.1 | 3 | 1 | 0 | 0.6 | -1.2 | 2
Cc1nc(SCC(=O)Nc2cc(C(N)=O)cc(C(N)=O)c2)c2c(C)c(C)sc2n1 | -6 | -6 | -0.2 | 0.4 | -0.7 | -3 | 8 | -4 | 1.8 | -0.6 | 1
CS(=O)(=O)N(CC(=O)Nc1ccc(F)cc1F)C1CCCCC1 | -2 | 0 | -0.4 | 0.1 | -1.6 | 2 | 2 | -1 | -2.6 | -0.5 | -1
COc1ccc(OC)c(C2/C(=C(\O)c3ccc4c(c3)OCCO4)C(=O)C(=O)N2CC2CCCO2)c1 (stereo unspecified) | -5 | -3 | 1.4 | 0.7 | -0.1 | -9 | -4 | -1 | 0.9 | 0.1 | 0
COc1cc(-c2nc(CN3CCCN(C(=O)c4ccco4)CC3)c(C)o2)ccc1F | -4 | 4 | -0.1 | 0.4 | -1.8 | -2 | 0 | 0 | 1.2 | -0.6 | -8
C=C1CCN([C@@H](Cc2ccccc2)C(=O)Nc2ccc(OC)cc2)S(=O)(=O)c2ccccc21 | 4 | -1 | 0.4 | -0.4 | -1.3 | 8 | 3 | -1 | -3.6 | -2.3 | 2
NS(=O)(=O)c1cccc2c1c([N+](=O)[O-])cc1nc(O)c(O)nc12 | -10 | -12 | -0.3 | 0.8 | -1.3 | -62 | 10 | -2 | 6.5 | 0.4 | -50
COC(=O)c1c(-c2ccccc2)csc1NC(=O)CSc1ncnc2sc(C)c(C)c12 | -2 | 5 | 0.1 | 1.5 | -1.4 | 4 | 4 | 0 | 0.3 | -0.5 | 0
CC1=C(C(=O)OCC2CCCO2)C(c2ccc(Cl)cc2)NC(=O)N1 (stereo unspecified) | -1 | -2 | -0.3 | 0.4 | -1.1 | -4 | -5 | -2 | -3.1 | -1.5 | 2
COc1cccc(CCNC(=O)CCc2nc(-c3ccccc3F)no2)c1 | 1 | -4 | x | -0.3 | -1.2 | 0 | 0 | 0 | 2.7 | -0.2 | -2
CCC(C)OC(=O)C1=C(C)NC2=C(C(=O)C(C(=O)OC)C(C)C2)C1c1ccc(N(C)C)cc1 (stereo unspecified) | -6 | -6 | -0.8 | -0.2 | -1.1 | -36 | 3 | -4 | -1.7 | 0.8 | -34
COC(=O)[C@@]12C[C@@H](CC(=O)N3CCOCC3)C(=O)N(Cc3cccc4ccccc34)C1=CCC(C)(C)C2 | -1 | 2 | x | 0.1 | 0.2 | 4 | -4 | 0 | -4.6 | -1.1 | 4
CCN(CC(=O)Nc1ccc(OC)cc1)C(=O)CSCc1ccc(C)cc1 | -3 | 2 | -0.6 | 0.5 | -0.2 | -3 | -2 | 1 | 1.1 | -1.4 | 2

Compound profiles, as listed above. Values in the order: ADAM17 inh | MBD2 DNA inh | DAX1 inh-1 | DAX1 inh-2 | ssDAF12 agonist | PLCb3 inh | Rev-erbA mod | SMARCA2 activ | hgDAF-12 ag | hcDAF-12 act | PLCg1 inh
NS(=O)(=O)c1cccc2c1c([N+](=O)[O-])cc1nc(O)c(O)nc12 is entered as -10 | -12 | -0.3 | 0.8 | -1.3 | -62 | 10 | -2 | 6.5 | 0.4 | -50
COc1cc(-c2nc(CN3CCCN(C(=O)c4ccco4)CC3)c(C)o2)ccc1F is entered as -4 | 4 | -0.1 | 0.4 | -1.8 | -2 | 0 | 0 | 1.2 | -0.6 | -8
COc1ccc(OC)c(C2/C(=C(\O)c3ccc4c(c3)OCCO4)C(=O)C(=O)N2CC2CCCO2)c1 (stereo unspecified) is entered as -5 | -3 | 1.4 | 0.7 | -0.1 | -9 | -4 | -1 | 0.9 | 0.1 | 0

Further compounds.
SMILES | ADAM17 inh | MBD2 DNA inh | DAX1 inh-1 | DAX1 inh-2 | ssDAF12 agonist | PLCb3 inh | Rev-erbA mod | SMARCA2 activ | hgDAF-12 ag | hcDAF-12 act | PLCg1 inh
CCOc1ccc(OCC)c(NC(=O)CC2Oc3ccc(C)cc3NC2=O)c1 (stereo unspecified) | -2 | 1 | -1.8 | -0.8 | -1.3 | -3 | -1 | -1 | 2.6 | -3.4 | 0
OC(CNC1CCCC1)COc1c(F)cc(Br)cc1F (stereo unspecified) | -2 | -3 | 1.6 | -0.6 | -0.8 | 0 | -3 | -3 | -1.2 | -0.6 | 4
O=C(Cc1c[nH]c2ccccc12)N1CCN(S(=O)(=O)c2cccc(Cl)c2Cl)CC1 | -2 | -4 | 0.0 | 0.0 | -0.7 | -4 | 0 | -3 | -0.5 | 2.7 | 1
O=[N+]([O-])c1cc(S(=O)(=O)c2ccc(N3CCCCC3)c([N+](=O)[O-])c2)ccc1N1CCCCC1 | -2 | -1 | 3.2 | 0.4 | -1.4 | 1 | 7 | -2 | -5.8 | -0.2 | -1
CN(CC(=O)NCCCN1CCOCC1)S(=O)(=O)c1ccc(F)cc1 | 1 | 5 | -1.2 | 0.1 | -0.5 | -4 | -8 | -4 | -0.6 | -0.6 | 0
c1coc(C2Nc3ccccc3-c3nc4ccccc4n32)c1 (stereo unspecified) | i | -3 | -1.6 | 1.0 | -0.9 | i | -6 | 7 | 6.8 | 1.2 | i
CCCC(=O)N1CCN(c2ccc(NC(=O)C(C)(C)C)cc2)CC1 | -2 | 0 | -0.3 | -0.4 | -1.1 | 2 | 0 | 1 | 0.3 | 1.2 | 2
Cc1cnc(NC(=O)CC2OC(=O)c3ccccc32)s1 (stereo unspecified) | -2 | 2 | 0.6 | 1.7 | -1.2 | -17 | 0 | -3 | -1.4 | 0.1 | -7
Cc1ccc(S(=O)(=O)/N=C(\N)Nc2nc(C)c3cc(C)ccc3n2)cc1 | -19 | 1 | 0.8 | -0.4 | -1.5 | -5 | 9 | 2 | 1.9 | -2.2 | -9
CCOc1cc(/C=C2/N=C(c3ccc(C(C)(C)C)cc3)OC2=O)cc(Cl)c1OS(C)(=O)=O | 2 | -2 | 0.1 | 0.2 | -1.1 | -2 | 3 | 1 | -2.5 | -0.8 | -1
O=C(Nc1ccc(S(=O)(=O)Nc2ncccn2)cc1)c1cncc(Br)c1 | -2 | 3 | -0.4 | 0.5 | -1.1 | -38 | -1 | -2 | -1.7 | -2.5 | 0
Cc1cc(-c2nc3cc(F)ccc3s2)ccc1N | i | 5 | -3.0 | 7.0* | 3.7* | i | 3 | -2 | 20* | 18* | i
COc1ccc(C(=O)CSc2nc(C)cc(C)n2)cc1[N+](=O)[O-] | 1 | 2 | -0.7 | -0.8 | -1.5 | 3 | 8 | -1 | -1.6 | -1.4 | 0
CC1=C(C(=O)Nc2ccccc2C(F)(F)F)C(c2ccc(C)s2)NC(=S)N1 (stereo unspecified) | -2 | -3 | 0.4 | 0.2 | -0.9 | 2 | -2 | 2 | -0.9 | -1.1 | 0
Cc1cc(N2CCCCC2)nc2ccc(NC(=O)CCC(=O)NCCC(C)C)cc12 | -252 | -4 | 0.1 | 1.0 | -0.8 | -124 | 0 | 4 | 5.8 | -1.5 | -90
O=C(O)c1ccc2c(c1)C(=O)N(NC(=O)c1ccccc1)C2=O | -2 | -5 | 2.5 | 1.5 | -1.2 | -1 | -4 | 3 | 9.0 | 2.1 | 0
COc1ccc2oc(=O)c(-c3cn4ccc(C)cc4n3)cc2c1 | -17 | 1 | 1.2 | -0.5 | -1.6 | -76 | 76* | 0 | 3.7 | 2.0 | -48
CC(=O)C1CCC2C3CC=C4CC(SC(=N)N)CCC4(C)C3CCC12C (stereo unspecified) | 0 | -2 | -0.6 | -3.6 | -1.4 | -1 | 3 | 10* | 1.6 | -2.3 | 5
C=CCn1c(SC/C=C/c2ccccc2)nnc1-c1sc(N)nc1C | -1 | -5 | -0.6 | -0.3 | -1.1 | 2 | 2 | 0 | -1.8 | 0.2 | 1
CC1CC(C)CN(C(=O)CN2C(=O)NC3(CCCCCC3)C2=O)C1 (stereo unspecified) | -3 | -5 | 0.4 | -0.6 | -1.0 | 2 | 4 | 3 | -3.0 | 0.4 | 0
